KB-3-1 tox – kills parental KB-3-1 adenocarcinoma cells; KB-3-1 viability, CellTiter-Glo ATP luminescence, 72 h; Potency, µM (highest dose often 46.1 µM), for inactives: top-dose activity change, negative = cytotoxic, usual class: cytotoxic; actives 1.4% (n = 400,000); also: % is scaled to controls: 0 for no effect and ±100 for the full control effect; nearly all actives have a fitted effect of over 60% in size
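Cytotoxicity in the drug-sensitive parental line KB-3-1 was scored as loss of CellTiter-Glo luminescence following 72 h incubation with compound. Values come from curve fitting of normalized concentration-response data.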
HT1080-NT tox – kills 2HG-producing HT-1080-NT fibrosarcoma cells; actives 1.6% (n = 360,000); HT-1080-NT fibrosarcoma viability, CellTiter-Glo ATP luminescence, 48 h; AID 686970; Potency, µM (series often up to 46.1 µM), for inactives: top-dose activity, negative = less viability, actives largely listed as cytotoxic;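 also: NT is the 2HG producing partner of a matched IDH1 knockdown line; 0% = DMSO-treated cells and -100% = media-only wells without cells; nearly all actives have a fitted effect of over 55% in size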
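750 cells/well, RPMI + 5% FBS; 2 h settle, compound pin-transfer, 48 h at 37 degrees C. CellTiter-Glo 10 min RT, luminescence. Normalized to DMSO and media-only wells.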
SW480 rerep – DNA re-replication induction in SW480 cells; Potency, µM (highest dose often 46.1 µM), without a hit: at the top dose re-replication activation, hits mostly activators; actives 1.8% (n = 340,000); SW480 DNA re-replication, Hoechst DNA content imaging, 48 h; also: % of control where 0% means no effect; nearly all actives have a fitted effect of over 55% in size
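Per well, 250 cells were exposed to pinned compound for 48 hr. Nuclear DNA was visualised with Hoechst (40 min, 37 C) and total object intensity recorded by fluorescence scanning.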
GLP1R cytotox – cytotoxic in the GLP-1 receptor inverse agonist counter-screen; HEK293 cAMP-luciferase reporter cells, luminescence, 24 h; actives 0.13% (n = 410,000); Potency, µM (series often up to 38.3 µM), for the others: top-dose activity change, negative = inhibition, most hits filed as inhibitors; AID 624418;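 also: loss of luciferase light is scored as toxicity; % is scaled to controls: 0 for no effect and ±100 for the full control effect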
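Step one: seed cells (200 cells/uL, DMEM with 10% Nu serum, 1% pen-strep). Step two: 12-hour incubation at 37 deg C. Step three: pin 23 nL compound, incubate 24 hr. Step four: add luciferase reagent, read luminescence 12 min later.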
KB-V1 MDR tox – KB-V1 MDR subline cytotoxicity. KB-V1 MDR cells viability, CellTiter-Glo, 72 h. Potency, µM (titrated, usually from 46.1 µM), for inactives: at the highest dose activity change, negative = cytotoxicity, usual class: cytotoxic. actives 3.4% (n = 400,000). AID 1347076; also: % is scaled to controls: 0 for no effect and ±100 for the full control effect; nearly all actives have a fitted effect of over 60% in size
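KB-V1, DMEM (no phenol red) + 10% FBS; cpd pin-transferred, titration series; 72 h, 37 degrees C; CellTiter-Glo, luminescence. Data normalized, curve-fit.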
GLP-1R agonist – activates the human GLP-1 receptor; P43220; HEK293 GLP-1R CRE-luciferase, luminescence, 4-6 h; cells express a hypersensitive GLP-1R form; Potency, µM (series often up to 45.6 µM), for the others: at the highest dose activation, usual class: activators; actives 0.007% (n = 380,000); also: % of control where 0% means no effect
Target sequence (P43220 whole entry, looked up): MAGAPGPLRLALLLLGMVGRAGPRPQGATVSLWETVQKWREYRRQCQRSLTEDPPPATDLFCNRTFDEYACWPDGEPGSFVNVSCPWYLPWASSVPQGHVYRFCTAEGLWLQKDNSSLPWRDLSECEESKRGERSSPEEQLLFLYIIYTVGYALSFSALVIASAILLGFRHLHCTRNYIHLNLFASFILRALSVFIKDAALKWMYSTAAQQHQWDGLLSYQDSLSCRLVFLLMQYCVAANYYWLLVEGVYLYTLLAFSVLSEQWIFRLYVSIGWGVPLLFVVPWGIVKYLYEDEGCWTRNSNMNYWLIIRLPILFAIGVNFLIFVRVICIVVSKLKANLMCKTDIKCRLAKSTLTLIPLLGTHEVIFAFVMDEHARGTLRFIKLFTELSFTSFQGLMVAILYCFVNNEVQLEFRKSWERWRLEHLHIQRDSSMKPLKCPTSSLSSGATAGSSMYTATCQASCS
TDP43 rescue – inhibitors of TDP-43 toxicity in yeast; TDP-43 expressing yeast growth rescue, BacTiter-Glo, 24 h; Potency, µM (highest dose often 46.1 µM), inactives show at the highest dose growth rescue (activation), most hits filed as activators; actives 1.8% (n = 410,000); also: % of control where 0% means no effect; nearly all actives have a fitted effect of over 50% in size
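Luminescence from BacTiter-Glo reports growth of TDP-43-expressing yeast after 24 hr at 30 deg C with compound. Cells were raffinose-pregrown to mid-log, then seeded in galactose medium at OD600=0.02.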
HT1080 IDH1KD tx – kills HT-1080 cells with IDH1 knockdown; HT-1080 IDH1 knockdown viability, ATP luminescence, 48 h; Potency, µM (highest dose often 46.1 µM), for inactives: at the highest dose activity, negative = toxicity, hits mostly cytotoxic; actives 2% (n = 360,000);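 also: 0% = DMSO wells and -100% = cell-free medium wells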
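CellTiter-Glo luminescence after 48 h compound exposure at 37 degrees C of IDH1-knockdown HT-1080 cells in 5% FBS RPMI. %Activity scaled between DMSO wells and cell-free media wells, with curves fitted and assigned curve classes.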
GLP1R inv ag – inverse agonists of human GLP-1 receptor; P43220; HEK293 GLP-1R CRE-luciferase, luminescence, 24 h; GLP-1R form is constitutively active; Potency, µM (top dose mostly 38.3 µM), for the others: at the highest dose activity change, negative = inhibition, actives largely listed as inhibitors; actives 1.6% (n = 410,000); also: % is scaled to controls: 0 for no effect and ±100 for the full control effect; nearly all actives have a fitted effect of over 55% in size
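Constitutively active GLP-1R drives a cAMP-responsive luciferase in stably transfected HEK293 cells; test compounds are added after overnight (12 h) attachment and left 24 hr, and signal loss in luminescence marks inhibition.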
* hit, by the source's call; ? = inconclusive; · = no result given; & = joins results of further samples; ! = a repeat was not active; [ ] = dose if it differs, or a comment. Calls follow the shape of the dose curve; as a rule, active = well fitted curve in the direction sought with a large enough effect; inconclusive = small, poorly fitted or top-dose-only effect, or another doubt; inactive = no such curve, though single readings can be large; an effect the other way counts as inactive or inconclusive. Potency is read from the fitted curve at half-maximal effect.

SMILES | KB-3-1 tox | HT1080-NT tox | SW480 rerep | GLP1R cytotox | KB-V1 MDR tox | GLP-1R agonist | TDP43 rescue | HT1080 IDH1KD tx | GLP1R inv ag
COc1ccccc1C(=O)NC(=O)CSc1nc2nc(C)cc(C)n2n1 | 3% | 3% | 2% | 15% | 9% | 14% | 9% | -2% | 11%
O=c1c2ccccc2nc2ccccn12 | -4% | 7% | 16% | 51%[activator] | 1% | -1% | 0% | -1% | 20%
Cc1noc(C)c1COc1cccc(C(=O)NCc2cccc(Cl)c2)c1 | 4% | -1% | 0%[9.22 µM] | -11% | 0% | 1% | ? | -1% | ?
CCOC(=O)[C@H]1[C@H]2COc3ccccc3[C@@H]2N2C(=O)c3cc(C)ccc3NC(=O)[C@@]12C | 8% | ? | 3% | 1% | -20% | 5% | 35% | 17% | 13%
NC(=S)NN=C1c2cc(OCCN3CCOCC3)ccc2-c2ccc(OCCN3CCOCC3)cc21 | 23µM* | ? | ? | 1.4µM* | ? | -7% | -5% | ? | 7.9µM*
Nc1nnc(SCC(=O)c2ccc([N+](=O)[O-])cc2)s1 | -2% | -8% | -2% | -13% | 5% | 0% | -6% | -2% | 1%
C1=CCC(/C=N/n2cnnc2)CC1 (stereo not given) | 1% | 13% | -2% | -6% | 2% | -4% | -5% | 20% | 2%
Cc1ccc(-c2nnn(CC(=O)N(c3ccc4c(c3)OCCO4)C(C(=O)NCC3CCCO3)c3ccc(F)cc3)n2)o1 (stereo not given) | 17% | -5% | 16µM* | 10% | -20% | 9% | -6% | -1% | 0%
Cc1ccccc1NC(=O)Cn1nnc(C(=O)NCc2ccco2)c1N | 18µM*! | ? | 15µM* | -30%&-26% | ? | -5%&0% | 2%&0% | ? | ?
NS(=O)(=O)c1ccc(CNC(=O)C2CCCCC2)cc1 | 3% | 4% | -9% | -4% | 5% | -1% | -18% | -1% | 3%
Cc1ccc(S(=O)(=O)NC2CC(C)(C)NC(C)(C)C2)cc1C | -3% | -8% | -12%[1.84 µM] | -8% | -2% | -1% | · | -7% | ?
COCCN(C(=O)CNC(=O)c1ccco1)C(C(=O)NC1CCCCC1)c1cccs1 (stereo not given) | 1% | 14% | 2% | -17% | -8% | -2% | -8% | 12% | -12%
COc1ccc(NC(=O)CC(Cc2ccc(Cl)cc2)C(=O)O)cc1 (stereo not given) | ? | 4% | -3% | 0% | -5% | 0% | 3% | 5% | 11%
O=C(CCCN1C(=O)c2cccc3cccc(c23)C1=O)NCc1ccco1 | 15% | 12% | 1% | 1% | -7% | -3% | -1% | 13% | 14%
NS(=O)(=O)c1ccc(N/N=C/c2ccc(C(=O)O)cc2)c([N+](=O)[O-])c1 | 14% | 5% | -1% | ? | 2% | -1% | -2% | 17% | -5%
COc1ccc(Cc2c(N)nc(C)nc2N)cc1 | 3% | 11% | 1% | 4% | 10% | 5% | -7%[9.22 µM] | 17% | 0%
Cc1ccccc1NC(=S)N1CCCCCC1 | -7% | 16% | 0% | 3% | ? | -5% | 10% | 7% | 24%
Oc1cccc(C(=S)N2CCC(Cc3ccccc3)CC2)c1 | -1% | -4% | 15% | -10% | ? | 4% | ? | -1% | ?
O=C1COc2ccc(S(=O)(=O)N3CCCCC3)cc2N1 | 10% | 5% | -13% | -3% | -9% | 2% | 21% | 0% | 8%
CCc1ccccc1S(=O)(=O)Cc1ccc(C(=O)NCC2CCCO2)o1 (stereo not given) | -5% | 0% | -8% | 11% | 2% | 1% | -8% | 1% | 2%
Cc1ccc(S(=O)(=O)NC(CC(=O)NCc2ccco2)c2ccco2)cc1 (stereo not given) | -3% | -5% | -4% | 63% | ? | -5% | 2% | -4%[9.24 µM] | 8%
COc1ccc(-n2c(=S)[nH]c3cc(C(=O)NCc4cccnc4)ccc3c2=O)cc1 | 1% | -8% | ? | -7% | 21% | -4% | -21% | -1% | 13%
Cc1ccc(OCc2nnc(SCC(=O)N3CCOCC3)n2C)cc1 | -11% | 9% | -5% | -16% | 6% | -9% | -30%[inhibitor] | -2% | 0%
CCCCOc1ccccc1C(=O)NCCCCCC(=O)O | -7% | -4% | -2% | 4% | 2% | -4% | -10% | -6% | 4%
Cc1cccc(OCC(=O)N2CCN(C(=O)COc3ccc(Cl)cc3)CC2)c1 | 0% | -23% | -5% | 0% | ? | 6% | 9% | -4% | ?
O=C(Nc1ccc(CN2CCCCC2)cc1)Nc1ccc(Br)cc1Cl | 13µM* | -10% | ? | -18% | ? | 1% | -2%[0.397 µM] | -13% | -24%
CCn1cc(C(=O)O)c(=O)c2cnc(N3CCN(C(=S)NC(=O)c4ccc(F)c(F)c4)CC3)nc21 | 22% | 1% | -34%[inhibitor] | -9% | 15% | 4% | 3% | 6% | 11%
Cn1cc(CCC(=O)NC2CC2)c2ccccc21 | 1% | 28% | -6% | 0% | 22% | 14% | -16% | 15% | 7%
COc1ccc(S(=O)(=O)N2CCCC(C(=O)N3CCOCC3)C2)cc1OC (stereo not given) | 2% | 7% | -39%[inhibitor] | 2% | 10% | 7% | 0% | 20% | 3%
O=c1[nH]c2cc3c(cc2cc1CN(Cc1nnnn1CC1CCCO1)C1CCCCC1)OCO3 (stereo not given) | 16% | 3% | 2% | 1% | 0% | -3% | -5% | 0% | 9%

Some entries already given, showing only HT1080-NT tox, HT1080 IDH1KD tx and SW480 rerep:
mol,HT1080-NT tox,HT1080 IDH1KD tx,SW480 rerep
Cc1ccccc1NC(=S)N1CCCCCC1,16%,7%,0%
COCCN(C(=O)CNC(=O)c1ccco1)C(C(=O)NC1CCCCC1)c1cccs1 (stereo not given),14%,12%,2%
NC(=S)NN=C1c2cc(OCCN3CCOCC3)ccc2-c2ccc(OCCN3CCOCC3)cc21,?,?,?
COc1ccc(Cc2c(N)nc(C)nc2N)cc1,11%,17%,1%
Cc1ccc(S(=O)(=O)NC2CC(C)(C)NC(C)(C)C2)cc1C,-8%,-7%,-12%[1.84 µM]

More results follow:
SMILES | KB-3-1 tox | HT1080-NT tox | SW480 rerep | GLP1R cytotox | KB-V1 MDR tox | GLP-1R agonist | TDP43 rescue | HT1080 IDH1KD tx | GLP1R inv ag
COCC(C)n1c(C)cc(C(=O)COC(=O)c2ccc3c(c2)NC(=O)CS3)c1C (stereo not given) | -5% | -2% | ? | -17% | -20% | -9% | 15% | -11% | 3%
Cn1nnnc1Sc1ncnc2scc(-c3cccc4c3sc3ccccc34)c12 | 21µM* | · | ? | · | ? | -5% | · | · | ·
O=c1ccn([C@@H]2O[C@H](CNS(=O)(=O)c3csc(-c4ccno4)c3)[C@@H](O)[C@H]2O)c(=O)[nH]1 | ? | 23% | -8% | 0% | 0% | -2% | 25% | 11% | 3%
O=C1CC(c2cccc(Oc3ccccc3)c2)NC(=O)N1 (stereo not given) | -15% | -2% | -5% | -2% | 3% | -7% | 4% | -4% | 4%
COc1ccc(Cl)cc1NC(=O)C1CCCN(c2cc(C)nc3ncnn23)C1 (stereo not given) | 0% | 3%[9.24 µM] | -6% | -12% | -28% | 14% | · | -13% | 0%
CCc1nc(N[C@@H](Cc2c[nH]c3ccccc23)C(=O)O)c2oc3ccccc3c2n1 | -4% | ? | -3% | -9% | 0% | -9% | 14% | ? | 10%
O=C(CNC(=O)c1[nH]cnc1C(=O)NC(c1ccccc1)c1ccccc1)OCc1ccccc1 | -1% | -3% | 0% | -5% | 3% | 7% | 7% | 3% | ?
CCc1ccc(S(=O)(=O)c2cn(Cc3ccccc3)c3cc(N4CCCC4)c(F)cc3c2=O)cc1 | 9% | · | · | 6% | 3% | · | 17% | · | 5%
CN1CCC(=O)N([C@H](CN=[N+]=[N-])Cc2ccccc2)CC1 | -18%&6% | 3% | -14% | 13% | -15%&-3% | -2% | -11% | -3% | 15%
O=C(Nc1ccc2c(c1)CCO2)Nc1nnc([C@H]2C[C@H](O)[C@@H](CO)O2)s1 | 0% | 28% | · | 5% | 12% | -2% | -1% | ? | -11%
COc1ccc(/C=N/Nc2ccc([N+](=O)[O-])cc2S(=O)(=O)N2CCN(C)CC2)cc1 | -1% | 6% | 3% | 3%[1.53 µM] | -13% | -12% | -8% | 0% | ?
COc1ccc(CNC(=O)C2=CC(c3ccc(C)cc3)=NS(=O)(=O)N2C)cc1 | 5% | 15% | 1% | ? | 4% | -4% | 1% | 0% | -28%
CCC(C)C(=O)Nc1nc(C)c(-c2csc(Nc3cc(Cl)ccc3OC)n2)s1 (stereo not given) | -17% | -3% | 7% | 2% | ? | 0% | 9% | -10% | -24%
Cn1c(SCC(=O)NCc2ccc(F)cc2)ncc(C(=O)Nc2ccccc2)c1=O | -25% | -26% | 0% | -4% | 0% | 1% | -5% | -25% | -29%
CCOc1ccccc1Nc1nc2c(S(=O)(=O)c3ccc(C)cc3)nnn2c2ccsc12 | -2% | · | · | 3% | 7% | · | 4% | · | 3%
COc1ccc(CCC2(C)OCC(CCCCO)O2)cc1 (stereo not given) | -9% | 1% | -4% | 5% | 0% | -6% | 21% | 22% | 13%
Cc1oc(-c2ccccc2)cc1C(=O)Nc1cccc(C(=O)O)c1 | 9% | 3% | -9% | 2% | -5% | -11% | -16% | 3% | 7%
COc1ccc(/C=C(/NC(=O)c2ccccc2)C(=O)NCCN2CCOCC2)cc1OC | · | 2% | -9% | 17% | · | -5% | -20% | 0% | 18%
C=CCn1c(COc2ccc(Cl)cc2)nnc1SCC(=O)NCC(=O)OCC | 3% | -14% | -2% | 6% | -2% | 1% | 11% | -23% | -22%
N#Cc1cccc(NC(=O)COC(=O)CCc2ccc(S(=O)(=O)N3CCOCC3)cc2)c1 | · | -6% | 11% | -11% | · | 2% | 2% | -2% | 6%
